Bioassay records as filed in PubChem BioAssay.
PGC1a acetyl inh: lowers PGC1a acetylation signal in U2OS cells | AlphaScreen anti-acetyl-lysine; with virally co-expressed GCN5 acetyltransferase | inhibition, % at 15.6 µM | 350,000 tested, 0.17% active | AID 651687;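 active = every replicate shows inhibition of at least 40%; inconclusive = mean inhibition at least 40% but some replicate below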;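 also: 0% = neutral control wells and 100% = positive control wells; some results beyond the cut were filed as inactive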
miR-122 sensor: miR-122 inhibition in Huh7 cells; activation (reporter increase), % at 12.5 µM; 340,000 tested, 0.3% active; Huh7 miR-122 Renilla luciferase sensor, 48 h; neutral wells = 0, positive control = 100;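 active = mean replicate activation score at least 90 and every replicate individually at or above 90; inconclusive = only one of the two criteria met; inactive = neither criterion met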;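 also: higher luciferase means less miR-122 activity so hits act as miR-122 inhibitors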
RAD52 inh: RAD52 (human) annealing inhibition | inhibition, % at 18.7 µM | AID 651710 | P43351 | recombinant RAD52 DNA annealing, FRET fluorescence | 360,000 tested, 0.46% active;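 active = every replicate showing at least 50% inhibition; inconclusive = mean inhibition at least 50% but not in every replicate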
Target sequence (P43351 whole entry, looked up): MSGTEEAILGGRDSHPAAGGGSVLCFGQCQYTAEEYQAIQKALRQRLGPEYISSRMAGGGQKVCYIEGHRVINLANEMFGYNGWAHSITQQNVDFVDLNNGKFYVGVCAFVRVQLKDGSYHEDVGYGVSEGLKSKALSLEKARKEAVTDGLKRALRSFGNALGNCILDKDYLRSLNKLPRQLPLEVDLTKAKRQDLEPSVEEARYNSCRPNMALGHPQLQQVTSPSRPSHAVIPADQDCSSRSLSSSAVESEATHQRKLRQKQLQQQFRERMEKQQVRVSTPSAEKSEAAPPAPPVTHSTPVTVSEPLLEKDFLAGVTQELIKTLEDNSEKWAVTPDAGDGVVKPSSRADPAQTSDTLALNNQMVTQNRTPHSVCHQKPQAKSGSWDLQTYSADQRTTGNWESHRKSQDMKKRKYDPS
RAD54 inh: inhibitors of human RAD54 branch migration; Q92698; RAD54 Holliday junction branch migration, FAM/BHQ fluorescence; inhibition, % at 10.4 µM; 360,000 tested, 0.14% active; AID 602329;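 active = mean normalized replicate activity at least 40 and at least half of replicates scoring 40 or more; inconclusive = only one of the two criteria met; inactive = mean below 40 and under half of replicates reaching 40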;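 also: 0% = median of neutral control wells and 100% = median of positive control wells; inhibitors cause a drop in the FAM fluorescence signal; in these data hits start at about 50%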
Cneo AK release: Cryptococcus neoformans lysis via adenylate kinase release; C. neoformans lysis, adenylate kinase release luminescence, 4 h; normalised: neutral wells 0, clomiphene wells 100; lysis activity, % at 15 µM; 360,000 tested, 0.2% active;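 active = mean lysis activity across replicates of at least 80%, whatever share of replicates individually reach that level; inactive = mean lysis activity below 80%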
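Test system: log-phase Cryptococcus neoformans yeast cells; Quantity: yeast cell density of 5 × 10^6 cells/mL; Buffer or medium: YPD; Doses: single compound concentration per well; Timing: 4 h at 37 °C static, read 1 h later; Measured by: AK luminescence; Read-out basis: lysis from increased AK signal; Control set: Clomiphene as positive control.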
PglD DTNB: PglD (C. jejuni) enzyme inhibition | inhibition, % at 12.5 µM | AID 602405 | purified PglD enzyme, DTNB colorimetric CoA detection | 360,000 tested, 0.098% active; in the data active = inhibition above about 16%, passing the limit was not always enough; inconclusive = no clear call, values can overlap the other calls; also: strong numbers were not always called active
E-selectin induc: induces E-selectin expression in human endothelial cells | P16581 | HUVEC E-selectin immunofluorescence imaging; normalized: neutral wells 0, TNF-alpha wells 100 | activation, % at 7.58 µM | 260,000 tested, 0.37% active | AID 686992;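 active = mean E-selectin-positive cell signal at least 10% of the positive control, reached in at least 60% of replicates, without over 20% cell loss; inconclusive = no rule given, readout overlaps actives, possibly toxicity-flagged; inactive = the rest, including those meeting only one limit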;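 also: in these data hits start at about 27%; measured in HUVEC primary endothelial cells; signal is the percent of cells scored E-selectin positive by PE staining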
Target sequence (P16581 whole entry, looked up): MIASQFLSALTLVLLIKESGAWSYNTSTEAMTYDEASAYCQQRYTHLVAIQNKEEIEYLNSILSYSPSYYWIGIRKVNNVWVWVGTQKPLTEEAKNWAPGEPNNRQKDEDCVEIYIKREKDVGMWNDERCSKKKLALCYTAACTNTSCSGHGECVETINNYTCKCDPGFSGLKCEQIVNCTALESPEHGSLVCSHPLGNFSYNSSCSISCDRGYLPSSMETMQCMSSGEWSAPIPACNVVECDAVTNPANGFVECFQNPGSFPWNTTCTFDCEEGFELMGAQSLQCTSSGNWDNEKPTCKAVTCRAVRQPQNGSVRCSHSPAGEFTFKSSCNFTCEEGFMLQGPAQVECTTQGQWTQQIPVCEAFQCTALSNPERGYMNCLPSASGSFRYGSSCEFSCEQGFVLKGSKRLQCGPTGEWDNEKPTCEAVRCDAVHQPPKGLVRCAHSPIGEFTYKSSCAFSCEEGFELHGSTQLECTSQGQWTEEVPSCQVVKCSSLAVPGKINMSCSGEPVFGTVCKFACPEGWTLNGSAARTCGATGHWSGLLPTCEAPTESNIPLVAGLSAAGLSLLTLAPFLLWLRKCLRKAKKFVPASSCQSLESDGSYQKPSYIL
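Assay system: HUVEC, human umbilical vein endothelial cells / Amount: 3,000 HUVEC/well / Controls: TNF-alpha positive control, DMSO neutral control / Compound dosing: single concentration / Medium: EGM-2 over gelatin coat / Evaluation: percent E-selectin-positive cells / Signal: immunofluorescence imaging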
ERAP1 HTS inh: ERAP1 (human) enzyme inhibition. Q9NZ08. recombinant ERAP1, Leu-AMC fluorescence, 60 min. inhibition, % at 10.7 µM. 340,000 tested, 0.15% active. AID 652197;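 active = mean replicate inhibition of at least 30%, or all replicates individually reaching that 30% level; inactive = mean below 30% and not every replicate reaching it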;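 also: 0% = neutral control wells and 100% = L-leucinethiol positive control wells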
* marks the source's active call; other numbers are inactive results; ? = inconclusive; · = not tested or not shown; & = joins results of further samples; [ ] = another dose, or the depositor's remark.

SMILES,PGC1a acetyl inh,miR-122 sensor,RAD52 inh,RAD54 inh,Cneo AK release,PglD DTNB,E-selectin induc,ERAP1 HTS inh
Cc1snnc1C(=O)NC(=S)Nc1ccccc1,-2,-2,9,-15,9,7,4.4,-11
CCC(c1nnc(SCC(=O)Nc2ccc(N3CCOCC3)cc2)n1Cc1ccccc1)N(C)C (stereo not given),·,6,-5,-2,0,4,0.7,2
COc1ccc(C#Cc2ccc3c(c2)[C@@H]2[C@@H](CCN2C(=O)c2cccc(F)c2)[C@@H](CO)N3)cc1,-3,5[16.7 µM],-12,-10,14,-5,0.6,0
CSCC[C@@H](C(=O)NCCCCCCCCCCC(=O)N1CCNCC1)n1cc(CCO)nn1,11,-5,8,-12,-5,-5,-0.4,-6
COCCn1c(C)cc(C(=O)COc2cccnc2[N+](=O)[O-])c1C,-6,·,-15,·,·,·,3.3,3
CCc1cc(Cn2nc(-c3ccccc3)cc2C(=O)NCC2CC2)on1,-9,9,9,1,0,3,0.2,·
OC[C@H]1[C@H](c2ccc(-c3cccc(F)c3)cc2)[C@H]2CN(CCC(F)(F)F)CCCCN21,-5,0[16.7 µM],-3,1,-1,-4,-0.3,0
COc1cccc(Sc2ccccc2/C=N/NC(N)=O)c1,-10,71,5,·,·,·,·,5
Cc1cccc(NC(=O)COC(=O)c2ccc(S(=O)(=O)N3CCCCCC3)cc2)c1,6,-8,6,-3,-1,1,0.5,2
O=C(C1CCN(Cc2nc(Cc3cccc(F)c3)no2)CC1)N1CCOCC1,-3,·,-20,·,·,·,1.6,-2
CCOc1ccccc1C(=O)Nc1ccc(S(=O)(=O)N2CCOCC2)cc1,-5,-5,·,-3,2,4,·,·
COc1ccc(NC2=CC(=S)NC(C)(C)C2)cc1,13,-5,-302,-80,0,-11,·,12
Cc1noc(C)c1NC(=O)N[C@H]1C=C[C@H](CC(=O)Nc2ccccc2)O[C@H]1CO,-1,·,2,0,-1,-1,4.1,2
COCCCNC(=S)N/N=C/c1ccc(N(C)C)cc1Cl,5,6,-10,1,6,-3,0.5,0
CN1C(=O)/C(=C/c2cn(CC(=O)N3CCCCC3)c3ccccc23)NC1=S,·,·,-160,-7,-1,·,·,1
O=C(Cc1ccccc1)N[C@H]1C=C[C@H](CC(=O)N2CCCCC2)O[C@H]1CO,6,·,8,0,1,0,-0.2,-1
Cc1ccc(S(=O)(=O)N2CCN(Cc3cc(=O)n4ccccc4n3)CC2)c(C)c1,-1,-9,-20,9,-2,7,0.0,1
COc1cc2[nH]c(=S)n(Cc3cccs3)c(=O)c2cc1OC,6,-3,-8,2,0,-3,2.5,-3
COc1ccc(NC(=O)N(C)C[C@H]2Oc3c(NC(=O)c4ccc(-c5nccs5)cc4)cccc3C(=O)N([C@H](C)CO)C[C@H]2C)cc1,1,0[16.7 µM],-2,4,3,0,2.2,-1
C[C@H]1CCCCO[C@H](CN(C)S(=O)(=O)c2ccccc2)[C@@H](C)CN([C@@H](C)CO)C(=O)c2cc(NC(=O)NC3CCCCC3)ccc2O1,-9,0[16.7 µM],-24,7,41,5,·,5
COc1ccc(C2/C=C\CN(C(=O)OCc3ccccc3)CC(=O)N2Cc2ccc(F)cc2)cc1 (stereo not given),-2,2,-7,4,-1,1,0.0,-4
COc1ccc(-c2c(NC(C)=O)n(C)c3ccccc3c2=O)cc1,·,1,·,-1,8,-2,·,·
CSc1nc(S(C)(=O)=O)nc2[nH]c(=O)[nH]c12,-2,-1,-8,-10,1,0,0.2,15
COc1ccc(S(=O)(=O)n2cnc3cc(C)c(C)cc32)cc1,11,-5,·,1,-2,3,·,·
CCOc1ccc(NS(=O)(=O)c2ccc(C(=O)NCCCN3CCCC3=O)cc2)cc1,·,3,-5,-6,1,-1,-0.5,2
NC(=O)C1CCN(c2nc(-c3ccccc3N)cs2)CC1,-5,5,·,-11,-2,2,0.6,·
CCCCOP(=O)(OCCCC)C(O)c1ccc(N(C)C)cc1 (stereo not given),·,-1,-7,-8,-2,6,0.0,6
CC(C)CC(=O)NC(=S)Nc1ccc(N2CCCC2)c(Cl)c1,-20,-1,-23,-1,-2,1,20,1
Cc1ccc(C)c(OCCC(=O)OCC(=O)NC(=O)NC2CCCCC2)c1,2,-10,-3,-4,0,0,1.2,-4
COc1ccccc1N1CCN(C(=O)c2ccc(Cl)c(S(=O)(=O)N3CCOCC3)c2)CC1,1,1,-12,6,1,-1,0.6,0
C[C@@H]1CCCCO[C@@H](CN(C)Cc2ccc(C(F)(F)F)cc2)[C@H](C)CN([C@H](C)CO)C(=O)c2cc(NC(=O)c3ccccc3)ccc2O1,-26,-5[16.7 µM],-57,1,-3,0,0.3,1
Cc1cc(NC(=O)CCC(=O)N(Cc2ccco2)C2(C(=O)NC3CCCCC3)CCCC(C)C2)no1 (stereo not given),-10,-1,-9,2,0,1,0.1,3
Cc1ccccc1-c1ccc2c(c1)O[C@@H](CN(C)C)[C@H](C)CN([C@H](C)CO)S2(=O)=O,-36,-5[16.7 µM],18,-4,-29,2,-0.9,-6
CCOC(=O)C1=CNS(=O)(=O)NC1c1ccc(OC(C)=O)cc1 (stereo not given),·,·,-10,-2,-3,4,·,-2
C[C@@H]1CN([C@H](C)CO)C(=O)c2cccc(NS(C)(=O)=O)c2O[C@H]1CN(C)Cc1ccc(-c2ccccc2)cc1,-3,-3[16.7 µM],3,5,-1,-5,-0.2,-1
C[C@H]1CN([C@@H](C)CO)C(=O)Cc2cc(NC(=O)CCC(F)(F)F)ccc2O[C@H]1CN(C)C(=O)Nc1ccc(F)cc1,-2&3,-3[16.7 µM],12&-13,6&0,14&0,3&-1,0.0&-0.1,2&-3
CCCCCn1c(=O)[nH]c2cc(C(=O)NCCCN(CC)CC)ccc2c1=O,-6,8,·,10,2,2,·,·
N#C[C@@H]1[C@H](c2ccc(-c3ccccc3)cc2)[C@H](CO)N1C(=O)Cc1ccccc1,-24,·,-31,3,-2,2,?,1
Cc1[nH]c2ccc(C(=O)N3CCN(Cc4ccccc4)CC3)cc2c1C,5,-2,-15,6,-4,6,·,-3
O=C(COC(=O)CCN1C(=O)c2ccccc2C1=O)Nc1ccc(S(=O)(=O)N2CCCC2)cc1,·,-16,·,4,-4,-2,·,·
O=C(CSc1nnc2ccccn12)Nc1cccc(S(=O)(=O)N2CCOCC2)c1,·,-11,·,-1,2,-14,-0.3,·
O=C(NCc1ccco1)c1ccc2nc([C@@H]3O[C@H](CO)[C@H](O)[C@H](O)[C@H]3O)[nH]c2c1,-4,-5,-9,-3,3,-5,0.0,16
CCOC(=O)CSc1nc2ccsc2c(=O)[nH]1,5,0,-9,4,-1,-3,·,-8
Cc1ccc(N(C)C(=O)CCNC(=O)Cn2cnc3ccccc3c2=O)cc1C,-3,-3,-7,-13,-1,-3,·,2
COc1cc2c(c(OC)c1OC)-c1c(cc(OC)c(OC)c1OC)C[C@](C)(O)[C@@H](C)C2,3,-5,-13,-9,-1,3,0.1,1
COc1ccc(/C=N/NC(=O)c2ccn[nH]2)cc1CSc1ccccn1,-14,-1,-10,-8,0,1,·,-2
O=C(CSc1nnc(-c2ccccc2)c(-c2ccccc2)n1)NCC1CCCO1 (stereo not given),12,-4,-15,-1,-3,-7,0.2,3
CCOc1cccc(C2NC(=S)NC(C)=C2C(=O)Nc2ccccc2)c1 (stereo not given),-1,0,·,1,-6,0,·,·
CCC(=O)N1[C@@H](CO)[C@@H](c2ccccc2)C12CN(C(=O)Nc1cccc(OC)c1)C2,10,·,-25,·,·,·,-0.5,-1
Cc1ccc(S(=O)(=O)NN=C2C3CC4CC(C3)CC2C4)cc1,-4,-5,-11,·,·,·,0.2,-2
COc1cc(/C=C\C(=O)NCc2ccc3[nH]c(C)cc3c2)cc(OC)c1OC,6,-7,-35,-2,0,2,-0.5,7
COc1ccc(OC(=O)N(C)C[C@H]2OCc3cn(nn3)CCCC(=O)N([C@H](C)CO)C[C@@H]2C)cc1,-1&-9&4,-2,-13&-3,-1&-4,1&0,-2&-4,-0.1,-6&-3
Cc1ccc(S(=O)(=O)N2CC(C(=O)O)=CC[C@H]2c2ccc(Cl)cc2)cc1,9,2,-12,6,0,-3,0.0,20
COc1cc(/C=N/NC(=O)c2ccc(CSc3nc4ccccc4[nH]3)cc2)cc(OC)c1OC,-14,3,·,8,2,7,·,·
CCc1ccc2oc(C(=O)N3CCN(c4ccccc4OC)CC3)cc(=O)c2c1,·,·,-2,2,0,-6,0.2,1
CC(C)NC(=O)Nc1ccc2c(c1)C(=O)N([C@@H](C)CO)C[C@H](C)[C@@H](CN(C)C)OCCCC[C@H](C)O2,2,14[16.7 µM],-16,4,1,2,-0.1,4
CCC(=O)Nc1ccc2c(c1)OC[C@@H](C)N(Cc1cccnc1)C[C@@H](C)[C@@H](OC)CN(C)C2=O,-2,·,-22,2,4,0,0.1,-6
Nc1nnc(-c2ccc(Cl)c([N+](=O)[O-])c2)s1,·,·,-10,10,-4,0,2.0,3
COC(=O)CC(=O)O[C@H]1C=C[C@@H](NC(=O)OC(C)(C)C)C1,-2,1,-4,-10,1,-1,·,-4
Cc1cc2nc3ccc(N(C)C)cc3nc2cc1N,-6,-11,-67,·,·,·,·,3
CC(Oc1cccc(Cl)c1)C(=O)Nc1cc(=O)n(C)c(=O)n1C (stereo not given),2,12,·,5,-1,-2,-1.9,·

Some of the entries above, reformatted:
COc1cc2c(c(OC)c1OC)-c1c(cc(OC)c(OC)c1OC)C[C@](C)(O)[C@@H](C)C2
  PGC1a acetyl inh: 3	miR-122 sensor: -5	RAD52 inh: -13	RAD54 inh: -9	Cneo AK release: -1	PglD DTNB: 3	E-selectin induc: 0.1	ERAP1 HTS inh: 1
COc1ccc(/C=N/NC(=O)c2ccn[nH]2)cc1CSc1ccccn1
  PGC1a acetyl inh: -14	miR-122 sensor: -1	RAD52 inh: -10	RAD54 inh: -8	Cneo AK release: 0	PglD DTNB: 1	E-selectin induc: ·	ERAP1 HTS inh: -2
O=C(CSc1nnc(-c2ccccc2)c(-c2ccccc2)n1)NCC1CCCO1 (stereo not given)
  PGC1a acetyl inh: 12	miR-122 sensor: -4	RAD52 inh: -15	RAD54 inh: -1	Cneo AK release: -3	PglD DTNB: -7	E-selectin induc: 0.2	ERAP1 HTS inh: 3
CCOc1cccc(C2NC(=S)NC(C)=C2C(=O)Nc2ccccc2)c1 (stereo not given)
  PGC1a acetyl inh: -1	miR-122 sensor: 0	RAD52 inh: ·	RAD54 inh: 1	Cneo AK release: -6	PglD DTNB: 0	E-selectin induc: ·	ERAP1 HTS inh: ·
